Screens as filed in PubChem.
C diff HTS = blocks growth of Clostridium difficile; Clostridium difficile clinical isolate growth, OD600, 24 h; hits give low values; growth activity, negative = inhibition, % at 16 µg/mL (by protocol); 86,000 compounds, 0.25% hits;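 active = mean growth activity at or below -80% and every replicate also at or below -80%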;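 note: 0% = DMSO wells and -100% = levofloxacin 16 µg/mL wells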
KDM4C inh = blocks human GASC-1 (KDM4C) demethylase activity. inhibition, % at 12.5 µM. 96,000 compounds, 0.15% hits. Q9H3R0. GST-KDM4C 2-372, H3K9me3 peptide, LANCE TR-FRET;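 active = mean replicate inhibition above about 25%, with at least 55% of replicates also reaching it, limit read from the data, passing the limit was not always enough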
Target sequence (Q9H3R0 2-372 limits assumed): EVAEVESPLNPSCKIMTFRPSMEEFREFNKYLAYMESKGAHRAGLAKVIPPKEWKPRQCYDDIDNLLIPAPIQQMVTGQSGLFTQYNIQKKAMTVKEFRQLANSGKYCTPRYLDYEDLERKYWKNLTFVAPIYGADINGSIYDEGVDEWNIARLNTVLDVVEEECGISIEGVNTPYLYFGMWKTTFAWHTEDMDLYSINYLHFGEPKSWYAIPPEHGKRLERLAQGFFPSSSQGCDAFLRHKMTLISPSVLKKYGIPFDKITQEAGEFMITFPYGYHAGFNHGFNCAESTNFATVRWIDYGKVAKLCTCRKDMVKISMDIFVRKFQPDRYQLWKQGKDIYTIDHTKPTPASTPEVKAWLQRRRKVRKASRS
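material = GST-tagged GASC-1 (JMJD2C) catalytic fragment, aa 2-372 | amount = enzyme final amount 10 nM | medium = HEPES buffer, pH 7.5, plus ascorbate | also added = H3K9me3 peptide substrate, Fe(II), 2-oxoglutarate | dosing = single dose | times = 30 min demethylation and 1 h detection at room temperature | detection = LANCE TR-FRET | read-out basis = Fall in 671/618 emission ratio as inhibition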
Pf Dd2 inh = P. falciparum Dd2 growth inhibition; activity change, % at 10 µM; AID 1159554; SYBR Green, 72 h; hits give low values; 94,000 compounds, 2.3% hits; in the data active = activity change below about -80%
Active calls of the source: *; x = not tested or not shown; & = joins results of further samples. An excerpt; rates above refer to the full screens.

SMILES	C diff HTS	KDM4C inh	Pf Dd2 inh
CO[C@@H]1CN(C)C(=O)c2ccc(NC(=O)C3CCOCC3)cc2OC[C@@H](C)N(CC2CC2)C[C@H]1C	x	-1.5	x
CO[C@@H]1CN(C)C(=O)c2cc(NC(=O)C3CC3)ccc2OC[C@@H](C)N(CC2CC2)C[C@@H]1C	x	-2.1	x
CCS(=O)(=O)Nc1ccc2c(c1)C(=O)N(C)C[C@@H](OC)[C@@H](C)CN(C(=O)C1CC1)[C@@H](C)CO2	x	1.0	x
C[C@@H]1CN([C@H](C)CO)C(=O)c2cc(NC(=O)CCCCCC(=O)Nc3ccccc3N)ccc2O[C@H]1CN(C)C(=O)Nc1ccccc1	x	-0.8	x
CO[C@@H]1CN(C)C(=O)c2ccc(NC(=O)C3CC3)cc2OC[C@@H](C)N(C(=O)Nc2ccc(C(F)(F)F)cc2)C[C@H]1C	x	0.8	x
CO[C@@H]1CN(C)C(=O)c2ccc(NC(=O)C3CC3)cc2OC[C@@H](C)N(C(=O)c2ccccc2)C[C@@H]1C	x	0.4	x
CCC(=O)N1C[C@@H](C)[C@H](OC)CN(C)C(=O)c2ccc(NC(=O)C3CC3)cc2OC[C@H]1C	x	-0.7	x
CO[C@H]1CN(C)C(=O)c2ccc(NC(C)=O)cc2OC[C@@H](C)N(C(=O)C2CC2)C[C@H]1C	x	-1.1	x
CO[C@H]1CN(C)C(=O)c2ccc(NC(=O)C3CCCC3)cc2OC[C@H](C)N(CC2CC2)C[C@H]1C	x	1.1	x
COCC(=O)Nc1ccc2c(c1)C(=O)N(C)C[C@@H](OC)[C@@H](C)CN(CC1CC1)[C@H](C)CO2	x	-0.2	x
CO[C@H]1CN(C)C(=O)c2cc(NC(=O)C3CCC3)ccc2OC[C@H](C)N(C(=O)NC(C)C)C[C@H]1C	x	0.3	x
CCC(=O)Nc1ccc2c(c1)C(=O)N(C)C[C@@H](OC)[C@H](C)CN(C(=O)C1CC1)[C@H](C)CO2	x	1.9	x
C[C@H](CO)N1C[C@H](C)[C@@H](CN(C)C(=O)Nc2ccccc2)Oc2c(NC(=O)NC3CCCCC3)cccc2C1=O	x	0.0	x
C[C@H](CO)N1C[C@H](C)[C@@H](CN(C)Cc2ccccc2)Oc2ccc(NC(=O)CCCCCC(=O)Nc3ccccc3N)cc2C1=O	x	1.3	x
COc1ccc(S(=O)(=O)N(C)C[C@H]2Oc3ccc(NS(=O)(=O)c4ccccc4)cc3CC(=O)N([C@H](C)CO)C[C@@H]2C)cc1	x	7.1	x
CO[C@@H]1CN(C)C(=O)c2ccc(NS(C)(=O)=O)cc2OC[C@@H](C)N(C(=O)C2CC2)C[C@@H]1C	x	0.4	x
CO[C@H]1CN(C)C(=O)c2ccc(NC(=O)c3ccccc3F)cc2OC[C@@H](C)N(CC2CCOCC2)C[C@@H]1C	x	1.9	x
CO[C@@H]1CN(C)C(=O)c2ccc(NC(=O)C3CC3)cc2OC[C@H](C)N(Cc2cccnc2)C[C@H]1C	x	-0.2	x
COCC(=O)Nc1ccc2c(c1)C(=O)N(C)C[C@@H](OC)[C@H](C)CN(CC1CC1)[C@@H](C)CO2	x	1.1	x
COCC(=O)Nc1ccc2c(c1)C(=O)N(C)C[C@H](OC)[C@@H](C)CN(CC1CC1)[C@H](C)CO2	x	-1.9	x
C[C@@H]1CCCCO[C@H](CN(C)C(=O)CCC(F)(F)F)[C@H](C)CN([C@@H](C)CO)C(=O)c2cc(NC(=O)c3ccncc3)ccc2O1	x	0.4	x
COc1ccc(S(=O)(=O)Nc2cccc3c2O[C@H](CN(C)C(=O)Nc2ccccc2)[C@@H](C)CN([C@H](C)CO)C3=O)cc1	x	-0.2	x
CO[C@H]1CN(C)C(=O)c2ccc(NC(=O)C3CCOCC3)cc2OC[C@@H](C)N(CC2CC2)C[C@H]1C	x	1.8	x
CO[C@H]1CN(C)C(=O)c2cc(NC(=O)C3CC3)ccc2OC[C@H](C)N(CC2CC2)C[C@H]1C	x	-1.2	x
C[C@@H]1CN([C@@H](C)CO)C(=O)Cc2cc(NC(=O)Nc3ccc(C(F)(F)F)cc3)ccc2O[C@@H]1CN(C)S(=O)(=O)c1ccc(Cl)cc1	x	-4.2	x
C[C@@H]1CCCCO[C@@H](CN(C)Cc2ccc3c(c2)OCO3)[C@@H](C)CN([C@H](C)CO)C(=O)c2cc(NS(=O)(=O)c3ccccc3)ccc2O1	x	x	-5.9
CCCC(=O)N1CC2(CN(C(C)=O)C2)c2c(n(C)c3cc(OC)ccc23)[C@@H]1CO	x	x	-11.6
COc1ccc(CN2CC3(CCN(Cc4ccccn4)CC3)c3c(n(C)c4cc(OC)ccc34)[C@H]2CO)cc1	x	x	17.9
COc1ccc2c3c(n(C)c2c1)[C@H](CO)N(C(=O)C1CCOCC1)CC31CCN(C)CC1	x	x	32.7
COc1ccc2c3c([nH]c2c1)[C@@H](CO)N(CC1CC1)CC31CN(C(=O)c2ccccc2F)C1	x	x	-31.4

A second format for twelve compounds above:
Results follow in this order: C diff HTS	KDM4C inh	Pf Dd2 inh
COCC(=O)Nc1ccc2c(c1)C(=O)N(C)C[C@@H](OC)[C@H](C)CN(CC1CC1)[C@@H](C)CO2
→ x	1.1	x
COCC(=O)Nc1ccc2c(c1)C(=O)N(C)C[C@H](OC)[C@@H](C)CN(CC1CC1)[C@H](C)CO2
→ x	-1.9	x
C[C@@H]1CCCCO[C@H](CN(C)C(=O)CCC(F)(F)F)[C@H](C)CN([C@@H](C)CO)C(=O)c2cc(NC(=O)c3ccncc3)ccc2O1
→ x	0.4	x
COc1ccc(S(=O)(=O)Nc2cccc3c2O[C@H](CN(C)C(=O)Nc2ccccc2)[C@@H](C)CN([C@H](C)CO)C3=O)cc1
→ x	-0.2	x
CO[C@H]1CN(C)C(=O)c2ccc(NC(=O)C3CCOCC3)cc2OC[C@@H](C)N(CC2CC2)C[C@H]1C
→ x	1.8	x
CO[C@H]1CN(C)C(=O)c2cc(NC(=O)C3CC3)ccc2OC[C@H](C)N(CC2CC2)C[C@H]1C
→ x	-1.2	x
C[C@@H]1CN([C@@H](C)CO)C(=O)Cc2cc(NC(=O)Nc3ccc(C(F)(F)F)cc3)ccc2O[C@@H]1CN(C)S(=O)(=O)c1ccc(Cl)cc1
→ x	-4.2	x
C[C@@H]1CCCCO[C@@H](CN(C)Cc2ccc3c(c2)OCO3)[C@@H](C)CN([C@H](C)CO)C(=O)c2cc(NS(=O)(=O)c3ccccc3)ccc2O1
→ x	x	-5.9
CCCC(=O)N1CC2(CN(C(C)=O)C2)c2c(n(C)c3cc(OC)ccc23)[C@@H]1CO
→ x	x	-11.6
COc1ccc(CN2CC3(CCN(Cc4ccccn4)CC3)c3c(n(C)c4cc(OC)ccc34)[C@H]2CO)cc1
→ x	x	17.9
COc1ccc2c3c(n(C)c2c1)[C@H](CO)N(C(=O)C1CCOCC1)CC31CCN(C)CC1
→ x	x	32.7
COc1ccc2c3c([nH]c2c1)[C@@H](CO)N(CC1CC1)CC31CN(C(=O)c2ccccc2F)C1
→ x	x	-31.4

Following part:
SMILES	C diff HTS	KDM4C inh	Pf Dd2 inh
CCCNC(=O)N1CC2(C1)CN(C(=O)COC)[C@H](CO)c1c2c2ccc(OC)cc2n1C	x	x	-7.1
COc1ccc(NC(=O)N2CCC3(CC2)CN(CC2CC2)[C@@H](CO)c2c3c3ccc(OC)cc3n2C)cc1	x	x	41.0
COc1ccc2c3c(n(C)c2c1)[C@H](CO)N(C(C)=O)CC31CCN(C(=O)Nc2ccc(F)cc2)CC1	x	x	12.7
COc1ccc2c3c(n(C)c2c1)[C@H](CO)N(C(=O)CN1CCOCC1)CC31CCN(C(=O)CC2CC2)CC1	x	x	41.1
COc1ccc2c3c([nH]c2c1)[C@@H](CO)N(C(=O)CN1CCOCC1)CC31CN(C)C1	x	x	15.4
COc1ccc2c3c(n(C)c2c1)[C@H](CO)N(Cc1cccnc1)CC31CCN(C(=O)NC(C)C)CC1	x	x	11.8
COc1ccc2c3c(n(C)c2c1)[C@@H](CO)N(C(=O)Nc1ccc(F)cc1)CC31CN(C)C1	x	x	25.6
COc1ccc2c3c([nH]c2c1)[C@H](CO)N(Cc1ccc(F)cc1)CC31CN(C)C1	x	x	16.2
COc1ccc2c3c(n(C)c2c1)[C@@H](CO)NCC31CN(Cc2ccccc2F)C1	x	x	0.9
COc1ccc2c3c(n(C)c2c1)[C@@H](CO)N(Cc1cccnc1)CC31CN(Cc2cccnc2)C1	x	x	51.6
CCCN(C)C[C@@H]1Oc2ncc(-c3ccccc3)cc2C(=O)N([C@@H](C)CO)C[C@H]1C	x	x	-37.9
COc1ccc2c3c(n(C)c2c1)[C@@H](CO)N(Cc1cccnc1)CC31CCN(Cc2cccnc2)CC1	x	x	32.7
COc1ccc2c3c([nH]c2c1)[C@@H](CO)N(C(C)=O)CC31CN(C(=O)c2cccc(F)c2)C1	x	x	18.3
CCCNC(=O)N1CC2(CCN(Cc3ccncc3)CC2)c2c(n(C)c3cc(OC)ccc23)[C@@H]1CO	x	x	34.9
COc1ccc2c3c([nH]c2c1)[C@H](CO)N(C(=O)NC(C)C)CC31CN(C(=O)c2ccccn2)C1	x	x	-16.7
COc1ccc2c3c(n(C)c2c1)[C@@H](CO)NCC31CN(C(=O)c2ccc(F)cc2)C1	x	x	69.2
COc1ccc2c3c([nH]c2c1)[C@@H](CO)N(S(C)(=O)=O)CC31CCN(Cc2ccccc2)CC1	x	x	28.0
COc1ccc2c3c(n(C)c2c1)[C@@H](CO)N(C(=O)Nc1ccc(F)cc1)CC31CN(Cc2cccc(F)c2)C1	x	x	6.9
COc1ccc2c3c([nH]c2c1)[C@@H](CO)N(C(=O)CN(C)C)CC31CN(Cc2ccccc2Cl)C1	x	x	25.6
COc1ccc2c3c([nH]c2c1)[C@@H](CO)N(C(=O)c1ccccn1)CC31CN(C(=O)C2CCCCC2)C1	x	x	1.9
COc1ccc2c3c(n(C)c2c1)[C@H](CO)N(Cc1ccccc1F)CC31CN(C(=O)C2CCC2)C1	x	x	-14.5
CCCNC(=O)N1CC2(CN(S(=O)(=O)c3cccc(OC)c3)C2)c2c(n(C)c3cc(OC)ccc23)[C@@H]1CO	x	x	37.6
CCCNC(=O)N1CCC2(CC1)CN(C(C)=O)[C@@H](CO)c1c2c2ccc(OC)cc2n1C	x	x	22.4
CCS(=O)(=O)N1CC2(CN(Cc3ccccc3OC)[C@@H](CO)c3c2c2ccc(OC)cc2n3C)C1	x	x	35.2
CCCC#Cc1ccc([C@H]2[C@@H](CO)N(C(C)=O)[C@H]2CN(C)S(C)(=O)=O)cc1	x	x	-12.8
COCC(=O)N1CCC2(CC1)CN(S(C)(=O)=O)[C@@H](CO)c1c2c2ccc(OC)cc2n1C	x	x	70.3
COc1ccc2c3c(n(C)c2c1)[C@H](CO)N(CC1CC1)CC31CN(C(=O)c2ccc(F)cc2)C1	x	x	40.2
O=C(C1=C[C@H](c2ccc3c(c2)Cc2ccccc2-3)C[C@H](OCCCCO)O1)N1CCCCC1	3.5	x	x
C[C@]12CCC(=O)N1CCc1c2[nH]c2ccccc12	3.0&-4.4	x	x
O=C(NCc1ccccc1)C1=C[C@@H](c2ccc(Br)cc2)C[C@@H](OCCCCO)O1	5.0	x	x
O=C1O[C@H](c2ccccc2)[C@H](c2ccccc2)N2[C@H]1[C@@H](C(=O)O)[C@]1(C(=O)Nc3ccccc31)[C@H]2c1ccc(O)cc1	4.5	x	x
CC(=O)[C@@]12O[C@]3(COC[C@H](c4ccccc4)N3C1=O)[C@@H]1C(=O)N(c3ccccc3)C(=O)[C@@H]12	-0.7	x	x
C[C@]12CCC3C4(C=CC5(C=C4C(=O)c4ccc(F)c(F)c4)C[C@@H](O)CC[C@]35C)C1CC[C@@]2(O)CN1CCC(C(N)=O)CC1 (some centres undefined)	-10.3	x	x
COc1cc2c(cc1O)C=[N+](Cc1cc3c(cc1Br)OCO3)CC2	2.4	x	x
O=C(O)CCCCCCC(=O)Nc1ccc(C2OC(CSc3ccncc3)CC(c3ccccc3)O2)cc1 (centres undefined)	-2.3	x	x
O=C(CCCCCCC(=O)Nc1ccc(CO)cc1)NOCc1ccccc1	-2.0	x	x
C=C/C=C/[C@@H]1C(=C)CN2[C@H]1[C@H](Cc1ccccc1)OC(=O)[C@@H]2Cc1ccccc1	-4.3	x	x
O=C1CSC(c2ccccc2)N1c1cccc(Cl)c1 (centres undefined)	-17.0	x	x
C=CCN1C(=O)[C@]2(O[C@H](CCO)[C@@H]([Si](C)(C)c3ccc(OC)cc3)[C@@H]2C)c2cc(N3CCOC3=O)ccc21	-4.1	x	x
O=C(NCc1nc2ccccc2[nH]1)C1=C[C@@H](c2ccc3c(c2)OCO3)C[C@@H](OCc2ccc(CO)cc2)O1	5.6	x	x
C#CCN([C@@H]1C(=O)N2[C@@H]1SC(C)(C)[C@@H]2C(=O)OC)[C@@H](/C=C/C1CC1)[C@H](O)Cc1ccccc1	4.9	x	x
COC(=O)C(CC#Cc1ccc2c(c1)[C@]1(C(=O)N2)[C@H](c2ccc(OCCO)cc2)N2[C@H](c3ccccc3)[C@H](c3ccccc3)OC(=O)[C@H]2[C@@H]1C(=O)N1CCc2cc(OC)c(OC)cc2C1)C(=O)OC	5.3	x	x
